mHTT-CaM PPI inh: mutant huntingtin-calmodulin interaction inhibitors – biochemical, AlphaScreen, primary screen; P42858; AlphaScreen His-mHTT/GST-CaM binding, luminescence; inhibition, % at 15 µM; hit rate 3.6% among 190,000; AID 1671202, 2021;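 note: 0% = both proteins with DMSO and 100% = one protein alone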
Pf apPOL block: Pf-apPOL inhibitors, biochemical, fluorescence; Plasmodium falciparum apicoplast DNA polymerase (apPOL); Recombinant Pf-apPOL, molecular beacon fluorescence, 1.5 h; hit rate 0.25% among 210,000; inhibition, % at 10 µM
* marks the source's active call; other numbers are inactive results; · = no result given; & = joins results of further samples. Cut-off read from the data, not from the text of the source: active = inhibition above about 50%; inactive = the rest. The order is random; any-hit rate near 3.5%.

#1 Cc1ccc(Oc2ccc(C(F)(F)F)cc2NS(=O)(=O)c2ccc(Cl)cc2)c2c1CCC2
#2 O=C(c1ccc(OCC2CCCN2C(=O)c2cc(F)ccc2Cl)cc1)N1CCOCC1 (stereo not drawn)
#3 Nc1nc(-n2cnnc2)nn1-c1ccccc1
#4 Cc1cc(C)n2c(Br)c(CSc3ccc(Cl)cc3)nc2n1
#5 CC(=O)N1CCc2cc(N3CC(C(=O)Nc4ccc(C)cc4F)CC3=O)ccc21 (stereo not drawn)
#6 CS(=O)(=O)N(CC(=O)NC1CCCC1)c1ccc(Cl)c(Cl)c1
#7 COc1cccc(-n2nc(C(=O)N3CCCc4ccccc43)c3ccccc3c2=O)c1
#8 COc1cc(OC)c2c(-c3cccc(-c4ccc(OC)c(F)c4)c3)cc(=O)oc2c1
Compound	1	2	3	4	5	6	7	8
mHTT-CaM PPI inh	·	4.3	1.3	0.0	-5.1	-5.9	11.0	1.1
Pf apPOL block	-3.9	1.3	-0.9	-5.0	-5.5	-12.6	-2.0	-5.2

#9 C=CCn1c(=O)c2c(ncn2Cc2ccc(F)c(F)c2)n(-c2ccccc2C)c1=O
#10 CCOC(=O)c1ccc([N+](=O)[O-])c(N)c1
#11 O=C(OCc1cc(-c2ccc3c(c2)OCCO3)on1)c1cc(-c2ccco2)n[nH]1
#12 O=C(Nc1cnc2ccccc2c1)c1ccc(Cl)s1
#13 N#Cc1c(N)oc2c3c(c(O)cc12)C(=O)c1ccccc1C3=O
#14 COc1cc(OC)nc(N=Cc2nc(-c3ccccc3)oc2O)n1
#15 O=C(CN1C(=O)c2ccccc2C1=O)Nc1cccc(C(F)(F)F)c1
#16 COc1ccccc1N1CCN(Cc2cc([N+](=O)[O-])c(O)c3ncccc23)CC1
Compound	9	10	11	12	13	14	15	16
mHTT-CaM PPI inh	20.2	7.0	69.3*	0.0	3.0	·	0.0	100.2*
Pf apPOL block	-4.4	-4.0	67.0*	11.9	-4.0	-5.9	4.7&-7.0	2.5

#17 C=C(C)CN(CC)C(=O)C1CCN(CC(C)c2ccccc2)CC1 (stereo not drawn)
#18 CC12CC3(C)CC(C)(C1)CC(C(=O)NCc1cccnc1)(C2)C3
#19 CCSc1nnc2c(n1)OC(c1ccc(C(=O)O)cc1)Nc1ccc(Br)cc1-2 (stereo not drawn)
#20 Cc1sc2ccn(C)c(=O)c2c1C(=O)N1CCCCCC1
#21 O=C(Nc1ccc(F)cc1)Nc1ccccc1N1CCCCC1
#22 Cn1c(C2CCN(C(=O)c3cccc(Cl)c3)C2)nc2ccncc21 (stereo not drawn)
#23 CC(=O)N1CCc2ccc(OCC(=O)N3CCOCC3)cc2C1c1ccccc1 (stereo not drawn)
#24 Cc1ccc(Cc2nc(-c3ccc(-n4ccnc4)nc3)no2)cc1
Compound	17	18	19	20	21	22	23	24
mHTT-CaM PPI inh	-2.4	0.0	-1.0	6.8	·	0.7	6.3	-8.1
Pf apPOL block	-1.4	-7.9	-5.9	-0.9	1.0	3.4	-2.1	-0.5

#25 O=c1[nH]c(=O)c2c(-c3ccccc3)csc2[nH]1
#26 O=C(Cc1c(C(=O)O)[nH]c2ccc(Cl)cc12)Nc1ccc(F)c(Cl)c1
#27 O=C1C[C@H]2C=CCc3cccc(c32)CN1Cc1ccc(F)cc1
#28 CC(Oc1ccccc1F)C(=O)NCc1ccc2c(c1)OCO2 (stereo not drawn)
#29 O=C(Nc1cccc(Cl)c1)N1CCc2[nH]cnc2C1c1ccncc1 (stereo not drawn)
#30 COc1ccc(NC(=O)C2=NNC(=O)CC2)cc1
#31 Nc1ncnc2nc(Sc3ccc([N+](=O)[O-])cc3[N+](=O)[O-])[nH]c12
#32 COc1cc(Cl)c2[nH]cc(CCN=Cc3ccc(N(C)C)cc3)c2c1
Compound	25	26	27	28	29	30	31	32
mHTT-CaM PPI inh	-3.4	0.0	32.5	-2.4	-6.1	·	3.0	11.0
Pf apPOL block	-0.7	-8.8	-7.6	-2.1	2.9	-3.0&2.3	5.2	-1.4

#33 O=C(Nc1ccc(F)cc1)N1CCC(COCc2ccccc2)CC1
#34 CNC(=O)Nc1ccccc1C(=O)Nc1ccccc1
#35 COc1ccc(-c2nnc(-c3ccc(Br)cc3)o2)cc1
#36 CC(=O)Nc1ccc(N=Cc2cc3c(cc2[N+](=O)[O-])OCO3)cc1
#37 CC(NC(=O)C1CCN(c2cncnc2N2CCCC2)CC1)c1ccccc1 (stereo not drawn)
#38 COc1ccc(-c2ccc3ccccc3[o+]2)cc1OC
#39 CSc1nnc(-c2ccccc2)n1N
#40 COc1ccc(NS(=O)(=O)c2cc3c(s2)CCN(C(=O)C2CC2)C3)cc1F
Compound	33	34	35	36	37	38	39	40
mHTT-CaM PPI inh	-9.4	-0.4	0.2	44.0	18.5	39.0	-3.5	8.9
Pf apPOL block	-0.4	-13.9	-2.7	-0.4	-5.3	-2.1	-4.5	-0.7

#41 NCCSc1[nH]ncc1[N+](=O)[O-]
#42 COc1cccc(NC(=O)c2ccc(C(C)(C)C)cc2)c1
#43 CC(C)Nc1nc(NC(C)C)nc(OCCNC(=O)COc2ccc(Cl)cc2Cl)n1
#44 O=C(NCc1cccnc1)c1ccc(S(=O)(=O)c2ccccc2Cl)c([N+](=O)[O-])c1
#45 Cc1nnc(NC(=O)CSc2nnc(NC(=O)c3cccc(Cl)c3)s2)s1
#46 O=C(Nc1ccccc1Cl)N1CCc2nc3cc[nH]n3c(=O)c2C1
#47 CSc1ccc(N2CC(c3nnc(NC(=O)C(C)(C)C)o3)CC2=O)cc1 (stereo not drawn)
#48 O=C(c1csc(-n2cccc2)n1)N1CCN(c2ccccc2Cl)CC1
Compound	41	42	43	44	45	46	47	48
mHTT-CaM PPI inh	1.0	-25.2	23.0	22.0	-5.6	1.4	4.6	-7.6
Pf apPOL block	·	-0.6	-5.5	-3.5	-2.2	-2.2	-1.6	-0.4

#49 O=C1CC(N2CCN(Cc3ccccc3)CC2)C(=O)N1c1ccccc1 (stereo not drawn)
#50 CNC(=O)N1CCc2c(c(-c3nc(-c4cccc(F)c4)no3)nn2C)C1
#51 CC1CCc2c(sc(N)c2C#N)C1 (stereo not drawn)
#52 COc1cc(Cl)c(C)cc1NC(C)=O
#53 COc1ccc(CCC(=O)N2CCCC2c2ccccc2C)cc1 (stereo not drawn)
#54 O=C(O)CCc1nnc(SCc2ccc([N+](=O)[O-])cc2)[nH]c1=O
#55 Cc1ccc(S(=O)(=O)n2cnc3cc(C)c(C)cc32)cc1
#56 Cc1cc(Cl)ccc1OCC(=O)NC1CCCCC1
Compound	49	50	51	52	53	54	55	56
mHTT-CaM PPI inh	-1.6	8.5	9.5&13.5	0.7	-7.9	-10.2	-15.0	-6.1
Pf apPOL block	-0.6	-1.2	-1.2	0.0	-1.6	0.0	-3.1	-4.4

Next part, starting with the last 4 of the part before.
#53 COc1ccc(CCC(=O)N2CCCC2c2ccccc2C)cc1 (stereo not drawn)
#54 O=C(O)CCc1nnc(SCc2ccc([N+](=O)[O-])cc2)[nH]c1=O
#55 Cc1ccc(S(=O)(=O)n2cnc3cc(C)c(C)cc32)cc1
#56 Cc1cc(Cl)ccc1OCC(=O)NC1CCCCC1
#57 COc1cccc(C2C(C(=O)N3CCCCC3)c3ccccc3C(=O)N2C2CC2)c1 (stereo not drawn)
#58 Cc1ccc(C(=O)N2CCN(c3ccccc3)CC2)cc1Cl
#59 CN1CCN(c2ccc(CNC(=O)c3csc4ccccc34)cc2)CC1
#60 CCOc1ccc(C(=O)N2CCC3(CC2)NC(=O)N(Cc2ccc(Cl)cc2)C3=O)cc1
#61 Cc1cc(N=NNc2cc(C)on2)no1
#62 CN(c1cnn(-c2ccc(Cl)cc2Cl)c(=O)c1Cl)N1CC(C)(C)C1=O
#63 C[C@H]1[C@@H](NC(=O)c2ccc(C(F)(F)F)cc2)CC[C@@]23CCCN2C(=O)CCC[C@@H]13
#64 Cc1ccc2c(-c3ccc([N+](=O)[O-])cc3)cc(=O)[nH]c2c1
Compound	53	54	55	56	57	58	59	60	61	62	63	64
mHTT-CaM PPI inh	-7.9	-10.2	-15.0	-6.1	-1.1	-2.8	·	12.4	·	·	1.0	-6.4
Pf apPOL block	-1.6	0.0	-3.1	-4.4	-10.0	-3.9	-9.2	-1.8	-4.1	-1.4	-4.8	5.6

#65 Cc1ncc([N+](=O)[O-])n1CC(=O)Nc1ccc(Br)cc1
#66 O=C(CCN1C(=O)c2ccccc2C1=O)Nc1ccc(Cl)cc1
#67 Cc1ccc(Cl)c(NC(=O)c2cn3c(n2)CCCC3)c1
#68 Cc1cc2c(c(-c3ccccc3)n1)Cc1ccccc1-2
#69 COC(=O)C1CN(Cc2cn(Cc3ccc(C)cc3)nn2)CCS(=O)(=O)N1Cc1ccc(C)cc1 (stereo not drawn)
#70 CCCn1cc(CNC(=O)C2CCc3sc(C(=O)N4CCCC4)cc3C2)c(C)n1 (stereo not drawn)
#71 CCOc1ccc(NC(=O)COc2ccc(Cl)cc2)cc1
#72 CCC(=O)N1CCN(S(=O)(=O)c2ccc(C)cc2)C1c1ccc(N(C)C)cc1 (stereo not drawn)
Compound	65	66	67	68	69	70	71	72
mHTT-CaM PPI inh	9.0	13.0&-8.4	1.0	0.0	12.5	8.3	-11.3	18.0
Pf apPOL block	41.6	0.2&-5.6	1.2	6.7	3.1	-1.1	-2.7	-9.0

#73 Oc1ccc(N=Cc2nc(-c3ccc(Br)cc3)oc2O)cc1
#74 O=C(C=Cc1ccncc1)c1ccc(O)cc1
#75 Cc1nn2c(=O)/c(=C/c3ccccc3Cl)sc2nc1=O
#76 OCCNc1nc(N2CCCCC2)nc(N2CCCCC2)n1
#77 COc1ccc(N2C(c3ccsc3)=Cc3cc4c(cc3C2c2c[nH]c3ccccc23)OCO4)cc1 (stereo not drawn)
#78 COc1ccccc1CNC(=O)c1cnn2c(C)c(Cc3ccccc3F)c(C)nc12
#79 Cc1noc(C2CN(C(=O)c3cccc(N(C)C)c3)C2)n1
#80 O=C(NCc1ccccc1Cl)c1cc(-c2cccnc2)nc2ccccc12
Compound	73	74	75	76	77	78	79	80
mHTT-CaM PPI inh	-5.0	-5.2	4.0	-13.0	70.5*	8.0	-4.1	23.0
Pf apPOL block	2.4	-5.4	-3.9	·	-8.6	-9.8	-1.2	-5.3

Record cards (already shown). Values in the order: mHTT-CaM PPI inh	Pf apPOL block
Listed for Oc1ccc(N=Cc2nc(-c3ccc(Br)cc3)oc2O)cc1 → -5.0	2.4
Listed for Cc1nn2c(=O)/c(=C/c3ccccc3Cl)sc2nc1=O → 4.0	-3.9
Listed for O=C(NCc1ccccc1Cl)c1cc(-c2cccnc2)nc2ccccc12 → 23.0	-5.3
Listed for Cc1noc(C2CN(C(=O)c3cccc(N(C)C)c3)C2)n1 → -4.1	-1.2
Listed for COc1ccc(N2C(c3ccsc3)=Cc3cc4c(cc3C2c2c[nH]c3ccccc23)OCO4)cc1 (stereo not drawn) → 70.5*	-8.6

The results go on:
#81 COc1ccc(N(C)S(=O)(=O)c2ccc(Cl)cc2)cc1
#82 O=S(=O)(Nc1ccccc1)c1ccc2[nH]c3c(c2c1)CCCCC3
#83 COc1ccc(N2CCN(c3ncc4c(n3)CCN(Cc3ccccc3C)C4)CC2)cc1
#84 CCCCOc1ccc(N2C(=O)CC(N3CCN(C)CC3)C2=O)cc1 (stereo not drawn)
#85 COc1c(Cl)cc(Cl)cc1C1C(C(N)=O)=C(C)Nc2ncnn21 (stereo not drawn)
#86 CCn1cc(C(=O)N(CCCN2CCOCC2)Cc2ccco2)c(=O)c2ccc(C)nc21
#87 COc1ccc(-c2coc3c(C)c4oc(=O)c5ccccc5c4cc23)cc1
#88 O=C(Cn1cnc([N+](=O)[O-])n1)Nc1cc(Oc2cccc(Cl)c2)cc([N+](=O)[O-])c1
Compound	81	82	83	84	85	86	87	88
mHTT-CaM PPI inh	-32.5	99.7*	10.4	5.1	-6.6	2.0	-2.0	62.0*
Pf apPOL block	-4.2	-6.1	-1.7	1.7	-9.4	-2.4	-8.2	3.0

#89 CN1c2cc(Cl)ccc2C(=O)NC12CCN(C(=O)Nc1cc(F)ccc1F)CC2
#90 O=C(O)CCC(=O)Nc1ccn(Cc2ccc(Cl)cc2)n1
#91 O=C(Nc1ccc(N2CCN(Cc3ccc(F)cc3)CC2)nc1)C1CC1
#92 O=C1C(CCO)Oc2ccccc2N1Cc1ccccc1 (stereo not drawn)
#93 CCOc1ccc(/C=C2/NC(=O)N(Cc3ccc(Cl)cc3)C2=O)cc1
#94 Cc1cc(C)c2nc(C)cc(C(=O)NCC(C)C)c2c1
#95 COC(=O)c1ccccc1OC1OC(CO)C(O)C(O)C1NC(C)=O (stereo not drawn)
Compound	89	90	91	92	93	94	95
mHTT-CaM PPI inh	-8.0	-4.0	5.0	-15.1	-1.0	4.0	0.8
Pf apPOL block	-6.8	-8.2	-2.3	-0.6	0.3	-2.5	1.3

Screens as filed in PubChem BioAssay.
